Dengue-2 NS5 capping = flavivirus cap methylation enzyme inhibition – biochemical, confirmation dose response, primary screen (AID 588689); Dengue-2 NS5 methyltransferase capping enzyme assay, biochemical; higher % means a stronger effect; inhibition, % at 25 µM, or IC50 in µM where a hit was titrated; 340,000 compounds, 0.3% hits; in the data active = a potency from the dose series; inconclusive = inhibition above about 29% without an active follow-up result
AID2073 = inhibitors of Mint1-CaV2.2 protein interaction, biochemical, HTRF (AID 2073). inhibition, % at 20 µM, or IC50 in µM where a hit was titrated. HTRF protein-protein interaction, Mint1-CaV2.2; higher % means a stronger effect. 290,000 compounds, 0.19% hits; in the data active = inhibition mostly above about 51%, no sharp cut-off; inconclusive = no clear call, values can overlap the other calls; inactive = mostly below about 53%; note: some results filed as inactive read as strong as hits
SIAH1 antagonists = blockers of Siah-1 interaction with plectin peptide – biochemical, fluorescence polarization, rhodamine-plectin, uHTS, primary screen (AID 1817); Siah-1 / rhodamine-plectin peptide fluorescence polarization; higher % means a stronger effect; displacement, % at 20 µM, or IC50 in µM where a hit was titrated; 290,000 compounds, 0.02% hits;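 active = displacement of at least 50% at 20 µM, with a fluorescence ratio check between 0.3 and a set limit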;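 note: plate controls were Siah plus tracer with DMSO for no effect and tracer alone without Siah for full effect; strong numbers were not always called active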
NTR1 ag = agonists of NTR1, primary screen, imaging, U2OS cells, beta-arrestin-GFP, high content (AID 493036). P30989. NTR1-U2OS beta-arrestin-GFP spot imaging, agonist mode. activation, % at 20 µM. 330,000 compounds, 0.17% hits;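 active = activation at or above 40% of the spot to cytoplasm intensity ratio, with at least 20 cells analyzed; inconclusive = wells under 20 cells, flagged as cytotoxic or low count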;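 note: 0% = DMSO without peptide and 100% = 100 nM NTR1 peptide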
Target sequence (P30989 whole entry, looked up): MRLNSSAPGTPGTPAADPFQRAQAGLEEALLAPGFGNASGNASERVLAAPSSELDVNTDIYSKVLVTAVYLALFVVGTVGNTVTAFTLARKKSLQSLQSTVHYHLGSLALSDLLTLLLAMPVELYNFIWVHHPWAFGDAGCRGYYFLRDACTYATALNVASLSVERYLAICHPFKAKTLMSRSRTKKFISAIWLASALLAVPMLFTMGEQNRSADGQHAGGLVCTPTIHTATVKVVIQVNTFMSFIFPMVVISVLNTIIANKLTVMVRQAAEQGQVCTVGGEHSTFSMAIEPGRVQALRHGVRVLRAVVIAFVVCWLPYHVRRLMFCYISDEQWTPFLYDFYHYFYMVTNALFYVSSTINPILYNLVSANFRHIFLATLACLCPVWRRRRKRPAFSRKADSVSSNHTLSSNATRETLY
RSV antiviral HEp-2 = RSV antiviral activity via CPE protection, HEp-2 cells, primary 10 µM value included (AID 2391). HEp-2 cells, RSV-induced CPE inhibition; higher % means a stronger effect. one-dose CPE inhibition, % at 10 µM; IC50 in µM for titrated hits. 310,000 compounds, 0.13% hits; in the data active = a potency from the dose series; inconclusive = CPE inhibition mostly from about 23% at the one dose, without a potency; inactive = the rest, 99 in 100 with CPE inhibition below about 21%; note: strong numbers were not always called active
K1F lysis inhibition = protection from phage-mediated lysis, alamar blue read-out – E. coli UTI89, K1F phage, bacterial capsule biogenesis inhibitors (AID 488966) | E. coli UTI89 K1F phage lysis, alamar blue, 2 h; higher % means a stronger effect | inhibition, % at 100 µM; hits with a dose series show IC50 in µM | 340,000 compounds, 0.02% hits;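 active = phage lysis inhibition, versus mean bacterial control, above a set limit; inconclusive = no clear call, values can overlap the other calls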;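 note: capsule biogenesis inhibitors block K1F phage lysis so surviving cells raise fluorescence; higher fluorescence means more inhibition of phage lysis; actives were called in the ten point dose series up to 300 µM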
West Nile virus CPE = West Nile virus antiviral activity, cell-based, CPE readout (AID 1621) | CPE inhibition, % at 10 µM, or IC50 in µM where a hit was titrated | West Nile virus-infected cells, CPE inhibition; higher % means a stronger effect | 290,000 compounds, 0.02% hits; in the data active = a potency from the dose series; inconclusive = CPE inhibition mostly from about 3.7% at the one dose, without a potency; inactive = the rest, 99 in 100 with CPE inhibition below about 2.2%; note: strong numbers were not always called active
Large T inhibition = TAg ATPase/helicase activity blockers – biochemical (AID 1903). SV40 large T antigen ATPase/helicase inhibition assay; higher % means a stronger effect. inhibition, % at 20 µM; hits with a dose series show IC50 in µM. 310,000 compounds, 0.39% hits; in the data active = a potency from the dose series; inconclusive = inhibition mostly from about 32% at the one dose, without a potency; inactive = the rest, 99 in 100 with inhibition below about 32%; note: strong numbers were not always called active
Rac1 GTP hydrolysis = MgcRacGAP GTPase-activating activity inhibitors, confirmation, biochemical, ADP Hunter fluorescence. MgcRacGAP-stimulated Rac1 GTP hydrolysis, ADP Hunter fluorescence; higher % means a stronger effect; GST-tagged Rac1 F28L mutant substrate. inhibition, % at 30 µM, or IC50 in µM where a hit was titrated. 340,000 compounds, 0.6% hits;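 active = first-screen hits whose inhibition reached a set limit at any dose in the follow-up dose series; inconclusive = inhibition above the set first-screen limit but never retested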;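 note: fluorescence reports GDP produced by GAP-driven GTP hydrolysis; strong numbers were not always called active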
NTR1 ag cell count 20 µM = recorded beside NTR1 ag, whose call it bears; cell count; measured here: cell count, cytotoxicity flag
Active calls of the source: *; ? = inconclusive; · = no result given; [ ] = remark or other dose. Outcome played no part in choosing rows. About 1.6% of those tested had a hit in this group.

SMILES	Dengue-2 NS5 capping	AID2073	SIAH1 antagonists	NTR1 ag	NTR1 ag cell count 20 µM	RSV antiviral HEp-2	K1F lysis inhibition	West Nile virus CPE	Large T inhibition	Rac1 GTP hydrolysis
CC(=O)N1CCN(c2ccc(NCc3cccc4ccccc34)cc2)CC1	-3.4%	-23.2%	-2.1%	1.4	48	12.7%	0.4%	-2.0%	10.1µM*	?
CCc1ccc(Nc2cc(=O)n(C3CCCCC3)c(=O)[nH]2)cc1	1.4%	5.3%	-0.9%	0.8	40	12.0%	0.7%	-0.5%	8.6%	5.4%
CCC1(c2ccccc2)NC(=O)N(CC#N)C1=O (stereo unspecified)	-1.5%	-1.9%	-4.1%	0.4	47	-0.4%	-0.3%	0.2%	3.3%	8.6%
CCCNC(=S)N1CCC(NC(=O)c2ccc(C)cc2)CC1	-0.7%	8.6%	-0.4%	1.4	61	1.3%	0.2%	-0.8%	26.0%	9.4%
CCOc1ccc(N2CC(C(=O)Nc3ccc(S(=O)(=O)N4CCOCC4)cc3)CC2=O)cc1 (stereo unspecified)	-6.2%	5.7%	4.6%	0.0	74	1.5%	-1.3%	0.3%	14.1%	6.2%
CC(C)OC(=O)CCCNc1ccc([N+](=O)[O-])cc1[N+](=O)[O-]	5.8%	-3.5%	11.0%	5.8	71	?	0.0%	-0.4%	17.1%	4.9%
O=C(Nc1cccnc1)c1sc2cccc(F)c2c1Cl	3.6%	7.8%	3.4%	5.2	71	12.6%	0.1%	0.0%	4.5%	4.5%
CN1C(=O)/C(=C/C=C2\SCCN2C)OC1=S	10.9%	-12.9%	9.4%	0.2	55	1.5%	-0.1%	-1.0%	8.6%	8.6%
CCOC(=O)C1(CCOc2ccccc2)CCN(Cc2nccn2CC)CC1	0.0%	-3.7%	2.9%	3.0	74	0.6%	0.1%	-1.4%	20.6%	15.3%
C=C(C)c1cccc(C(C)(C)NC(=O)Nc2ccc(C)cn2)c1	2.5%	-1.1%	5.0%	12.8	50	2.2%	-1.5%[50 µM]	1.0%	-0.1%	7.8%
CC(Cc1cccnc1)NC(=O)CCc1nnc(-c2ccccc2)o1 (stereo unspecified)	-3.0%	7.0%	1.8%	1.8	56	-1.9%	0.5%	1.3%	·	5.5%
CCOC(=O)C1(Cc2ccccc2)C(=O)Nc2ccccc21 (stereo unspecified)	-6.9%	·	·	1.4	49	1.0%	1.0%	·	9.9%	6.6%
CC(=O)c1ccc(NC(=O)COC(=O)C2CCN(S(=O)(=O)c3cccs3)CC2)cc1	9.4%	·	·	0.0	67	·	1.6%[50 µM]	·	·	-0.6%
Oc1ccc(/C=N/NC(=S)Nc2cccnc2)c(O)c1O	24.4µM*	48.5%	33.7%	·	·	·	2.3%	-0.1%	·	-101.8%
Nc1cc2c(cc1C(=O)c1cccc(Br)c1)OCCO2	-0.9%	10.6%	-1.3%	-0.1	65	0.0%	0.1%	0.0%	3.5%	12.7%
CC(NC(=O)COC(=O)c1ccccc1O)C1CC2CCC1C2 (stereo unspecified)	3.0%	·	·	1.5	55	·	0.8%[50 µM]	·	·	-1.9%
COC(=O)c1cc(C(=O)OC)cc(-n2c(C)cc(C=O)c2C)c1	-4.0%	-3.6%	4.2%	2.4	43	0.3%	-0.3%	-0.1%	4.9%	2.0%
O=C(NC1CC1)c1cccc(Oc2ccccc2)c1	-4.8%	11.0%	4.5%	0.8	73	2.2%	0.2%	-0.4%	20.6%	6.3%
CC1(C)Cc2nc3sc(C(=O)NCCO)c(N)c3cc2CO1	-2.4%	-54.1%	1.4%	-0.6	91	1.8%	-0.6%	-0.3%	19.9%	9.1%
Cc1cc(OC(C)C(=O)NCCN2CCOCC2)c2c(C)c(C)c(=O)oc2c1 (stereo unspecified)	-7.1%	11.3%	0.3%	-0.5	45	-1.5%	0.3%	-0.3%	9.6%	11.3%
COc1ccc(-n2nc(C(=O)NCC(=O)NC(C)C)c3ccccc3c2=O)cc1	-4.8%	18.8%	-0.6%	1.7	51	0.2%	0.0%	0.6%	-1.0%	7.0%
COc1ccc(NS(=O)(=O)c2ccc(-c3coc(C)n3)cc2)cc1OC	-18.6%	-0.5%	-4.3%	1.3	72	0.3%	0.2%	0.0%	-1.9%	6.7%
CNC(=S)Nc1cccc(S(=O)(=O)NC2=NCCC2)c1	-0.7%	-20.3%	0.5%	3.4	55	2.3%	2.0%	0.6%	3.7%	-6.5%
COc1ccc(NC(=O)CN(C)C(=O)c2cn(-c3ccccc3)nc2-c2cccnc2)cc1	5.9%	·	·	0.5	50	-0.8%	0.7%	·	1.9%	1.0%
NC(=O)c1ccc(NC(=O)COC(=O)CC23CC4CC(CC(Br)(C4)C2)C3)cc1	-1.6%	·	·	3.3	45	·	-1.9%	·	·	5.8%

(cont.)
SMILES	Dengue-2 NS5 capping	AID2073	SIAH1 antagonists	NTR1 ag	NTR1 ag cell count 20 µM	RSV antiviral HEp-2	K1F lysis inhibition	West Nile virus CPE	Large T inhibition	Rac1 GTP hydrolysis
O=C(Nc1ccc(Cn2cccn2)cc1)c1ccc(COc2ccc(Br)cc2)cc1	8.3%	25.8%	2.7%	-0.7	57	0.0%	1.6%	0.0%	6.1%	9.1%
CCOC(=O)C1CCN(c2cc3c(cc2NC(=O)c2ccccc2Cl)n(C)c(=O)n3C)CC1	6.2%	15.2%	9.6%	7.6	52	1.9%	-0.4%	0.2%	5.7%	5.5%
CSc1ccccc1OCc1cc(C(=O)NC2CCOC(C)(C)C2)no1 (stereo unspecified)	-0.6%	17.2%	2.4%	0.4	68	1.8%	0.1%	-0.8%	7.4%	7.9%
C#CCOCCOCCOCCNc1nc(N2CCN(C(=O)[C@H](CCCCN)n3cc(CN)nn3)CC2)nc(N2CCN(C(=O)[C@H](CCC(=O)O)n3cc([C@@H](N)[C@H](C)CC)nn3)CC2)n1	-3.3%	·	·	0.9	60	·	0.4%	·	·	11.3%
CCOc1ccc(-c2nc(CSCC(=O)NCC3CCCO3)c(C)o2)cc1 (stereo unspecified)	-6.1%	6.8%	-5.6%	0.8	65	4.0%	0.2%	0.1%	·	-3.0%
Cc1cc2nc(-c3ccc(SCC(=O)N4CCN(C(=O)c5ccco5)CC4)nc3)[nH]c2cc1C	-0.8%	10.0%	-7.7%	1.5	67	8.9%	0.6%	3.0%	11.2%	23.4%
O=C(C1CCCN1S(=O)(=O)c1cccc2cccnc12)N1CCn2c1nc1ccccc12 (stereo unspecified)	4.5%	1.0%	1.2%	1.1	75	4.5%	-1.9%	0.1%	1.5%	-2.2%
Cc1ccc(/C=N/NC(=O)c2cc(-c3ccccc3)nc3ccccc23)o1	-1.8%	7.0%	-3.6%	3.2	60	0.6%	0.4%	0.7%	12.9%	12.3%
Cc1cnc(=O)[nH]c1SCc1ccc([N+](=O)[O-])cc1	9.2%	-1.4%	-1.7%	-0.8	60	4.7%	0.3%	-0.5%	2.6%	3.7%
COCCN(C(=O)COC(=O)/C=C/c1cccc(OC)c1)c1c(N)n(CC(C)C)c(=O)[nH]c1=O	-8.0%	·	·	-0.5	60	·	1.0%[50 µM]	·	·	1.9%
CCNS(=O)(=O)c1ccc(CCC(=O)Nc2ccc(C(=O)OC)cc2)cc1	-7.4%	7.1%	-3.0%	0.1	40	0.9%	5.3%	-0.5%	0.5%	2.8%
Cc1ccc(S(=O)(=O)NC(C(=O)N2CCOCCOCCOCC2)c2ccccc2)cc1 (stereo unspecified)	·	-2.4%	-6.5%	1.6	41	2.3%	·	-0.8%	11.5%	·
COCCNC(=S)Nc1ccccc1[N+](=O)[O-]	-0.8%	-6.4%	-1.2%	-1.4	35	-1.1%	-0.5%	0.2%	8.2%	1.4%
COc1ccc(CNC(=O)COC(=O)c2ccc(OCc3c(C)noc3C)cc2)cc1OC	-4.4%	4.3%	40.4%	3.1	53	1.6%	-0.2%	1.7%	1.8%	4.5%
COc1ccc(-n2nnnc2SC(C)C(=O)NC2CCCC2)cc1 (stereo unspecified)	2.6%	·	·	0.2	50	0.9%	0.8%[50 µM]	·	·	6.3%
Cn1c(=NC(=O)c2ccccc2[N+](=O)[O-])sc2cc(S(C)(=O)=O)ccc21	-0.7%	4.2%	4.7%	5.4	57	2.6%	2.5%	-0.4%	3.7%	2.3%
CN(C)/N=C/C=C1\CCC/C(=C\c2ccc(F)c(F)c2)C1=O	·	11.7%	2.6%	6.9	23	7.2%	·	0.5%	6.8%	·
Cc1ccc(C(=O)NNC(=O)CCCCC(=O)NNC(=O)c2ccc(C)cc2)cc1	-11.7%	13.2%	-3.4%	0.2	81	0.1%	6.8%	-0.1%	1.0%	5.0%
Cc1ccc(Nc2cc(=O)oc3ccccc23)c(C)c1	2.9%	3.0%	2.3%	-1.5	88	1.0%	-0.1%	-0.9%	4.2%	5.8%
O=C(Nc1nccs1)c1cc2sccc2n1Cc1ccc(F)cc1	-5.6%	12.4%	-2.7%	5.6	80	2.7%	4.7%	?	-1.2%	1.6%
Cc1cccc(NC(=O)N2CCC(C(=O)c3ccc(F)cc3)CC2)c1	-3.3%	-1.5%	0.6%	-0.1	46	14.9%	-0.1%	-0.5%	6.2%	5.2%
CC(/C=C1\SC(=S)N(c2ccc(C(=O)O)cc2)C1=O)=C\c1ccccc1	33.7µM*	-4.9%	2.6%	2.6	70	0.6%	-0.4%[50 µM]	1.2%	32.2%	16.3%
Cc1ccc(NC(=O)COC(=O)C2COc3ccccc3O2)cc1S(=O)(=O)N1CCOCC1 (stereo unspecified)	-1.4%	-6.1%	0.3%	0.1	44	1.2%	5.7%	0.7%	2.7%	4.2%
O=C(Nc1cccc(-n2cnnn2)c1)c1ccc(Cl)cc1Cl	-3.5%	7.0%	-5.0%	0.1	67	1.1%	0.1%	0.0%	2.1%	7.3%
Cc1cccc(NC(=O)c2ccc(OCc3c(C)noc3C)cc2)n1	3.7%	·	·	1.9	65	4.2%	-0.2%[50 µM]	·	·	4.0%
CCOc1ccc(NC(=O)COc2ccc(C(=O)NC(C)c3ccc(S(N)(=O)=O)cc3)cc2OC)cc1 (stereo unspecified)	0.0%	·	·	-0.5	73	2.6%	-0.2%[50 µM]	·	17.6%	4.6%
Cc1cccc(Oc2cc([N+](=O)[O-])cc3c2C(=O)Nc2ccccc2O3)c1	-7.7%	8.0%	23.3%	14.6	40	12.4%	0.5%[50 µM]	-1.7%	0.6%	9.5%
COc1ccc(NC(=O)N(C)C[C@H]2Oc3ccc(NC(=O)c4ccncc4)cc3C(=O)N([C@H](C)CO)C[C@@H]2C)cc1	-9.5%	·	·	-3.3	46	·	0.1%	·	·	7.2%
COc1ccc2c(CC(=O)Nc3cccc(S(=O)(=O)N4CCOCC4)c3)coc2c1	-4.5%	38.0%	-0.9%	-0.9	66	6.4%	-0.6%[50 µM]	0.2%	-2.4%	7.0%

Compound activity (PubChem BioAssay)
